Screens deposited in PubChem by several laboratories.
NadD block – NadD (S. aureus) enzyme inhibition. purified NadD enzyme, colorimetric absorbance read-out. inhibition, % at 20 µM. hit rate 0.78% among 360,000. AID 602399; in the data active means inhibition above about 26%; further: some compounds past the cut are filed as inactive
SUMO1 PPI mod – SUMO1-SIM interaction modulation; hit rate 0.33% among 360,000; inhibition, % at 20 µM; P63165; SUMO1 binding to a labelled peptide, TR-FRET, 1 h; in the data active means inhibition above about 37%
LMPTP inh – blocks human LMPTP phosphatase; recombinant LMPTP-A, OMFP fluorogenic substrate, fluorescence intensity; inhibition, % at 20 µM; hit rate 0.22% among 360,000; AID 651560;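 active means compounds that cut the enzyme signal by at least half of the control window in the single-dose screen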;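 further: plate controls were DMSO wells with enzyme plus substrate for no effect and substrate without enzyme for full effect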
Target sequence (P24666 whole entry, looked up): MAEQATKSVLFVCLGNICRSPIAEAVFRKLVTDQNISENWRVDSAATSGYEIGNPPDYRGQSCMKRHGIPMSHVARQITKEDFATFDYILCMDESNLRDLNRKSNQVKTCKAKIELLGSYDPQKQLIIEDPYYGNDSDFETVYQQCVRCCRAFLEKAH
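Test system – LMPTP-A enzyme · Amount – LMPTP-A at 0.625 nM final in the reaction · Buffer or medium – Bis-Tris pH 6.0, DTT, detergent · Reagent – OMFP 400 µM · Doses – single 20 µM dose · Schedule – reaction 50 min, room temperature, dark · Detection – fluorescence intensity of OMFP turnover product · Evaluation – percent inhibition versus substrate-only and uninhibited controls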
DNMT1 inh – inhibitors of human DNMT1; hit rate 0.83% among 360,000; DNMT1 molecular beacon, Hinp1I cleavage, fluorescence; AID 588458; P26358; inhibition (reported as % activation of signal), % at 10 µM; in the data active means inhibition above about 50%
MsrA inh – bovine MsrA inhibition; purified bovine MsrA, absorbance read-out; inhibition, % at 15.5 µM; hit rate 0.75% among 360,000; in the data active means inhibition above about 4.5%;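 further: 0% = vehicle wells with enzyme and 100% = reference inhibitor wells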
CSN inh – blocks human CSN-mediated cullin deneddylation; inhibition, % at 12.5 µM; hit rate 0.38% among 360,000; Purified CSN, SCF-Nedd8-OG deneddylation, fluorescence polarization; Q92905; AID 651999;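 active means pattern-corrected inhibition above about 35%, with an unprinted fluorescence ratio check between 0.5 and 1.5, limit read from the data, passing the limit was not always enough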;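 further: 0% = enzyme with substrate and 100% = substrate without enzyme; some results filed as inactive read as strong as hits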
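Material: human Csn5 produced in HEK293T cells; Input: enzyme 0.24 nM; Reagent: SCFSkp2-Nedd8OG substrate at 10 nM final; Dosing: 12.5 µM compound; Incubation: 90 min reaction at room temperature; Detection: fluorescence polarization of the substrate; Evaluation: % inhibition of substrate cleavage by Csn5; Control set: substrate-only high control, full reaction low control.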
STEP block – blocks human striatal-enriched tyrosine phosphatase. recombinant STEP, OMFP fluorogenic substrate, fluorescence. hit rate 0.25% among 360,000. inhibition, % at 20 µM. P54829. AID 588621;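 active means inhibition at 20 µM, scaled per plate between control wells, above about 37%, limit read from the data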;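 further: 0% = DMSO with enzyme and substrate and 100% = substrate only without enzyme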
Target sequence (P54829 whole entry, looked up): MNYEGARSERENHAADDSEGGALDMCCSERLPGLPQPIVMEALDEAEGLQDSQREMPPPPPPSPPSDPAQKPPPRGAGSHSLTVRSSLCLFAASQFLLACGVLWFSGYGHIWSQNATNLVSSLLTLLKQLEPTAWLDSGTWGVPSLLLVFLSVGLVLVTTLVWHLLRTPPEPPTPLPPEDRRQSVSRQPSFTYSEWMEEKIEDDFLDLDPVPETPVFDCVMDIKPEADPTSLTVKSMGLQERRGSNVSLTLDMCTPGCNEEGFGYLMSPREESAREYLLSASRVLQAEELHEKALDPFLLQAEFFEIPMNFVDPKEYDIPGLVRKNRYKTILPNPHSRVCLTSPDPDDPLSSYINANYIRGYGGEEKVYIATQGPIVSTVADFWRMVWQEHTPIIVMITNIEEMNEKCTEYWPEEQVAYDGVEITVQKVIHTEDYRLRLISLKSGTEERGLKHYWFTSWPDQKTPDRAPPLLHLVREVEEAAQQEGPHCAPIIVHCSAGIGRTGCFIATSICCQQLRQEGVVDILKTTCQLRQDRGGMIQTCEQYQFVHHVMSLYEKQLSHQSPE
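material = STEP tyrosine phosphatase | reagent = fluorogenic phosphatase substrate OMFP at 25 µM final | doses = single compound dose of 20 µM, 1% DMSO final | schedule = 20 min reaction, room temperature, in the dark | measured by = fluorescence, 480/540 nm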
Scp1 inh – blocks human Scp-1 phosphatase activity | Recombinant Scp1, phosphopeptide, malachite green phosphate absorbance | Q9GZU7 | inhibition, % at 20 µM | hit rate 0.88% among 340,000;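 active means inhibition above about 50% at 20 µM, limit read from the data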;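 further: plate controls were DMSO wells with enzyme for no effect and wells lacking enzyme for full effect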
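Assay system: SCP-1 catalytic fragment, aa 76-261 | Buffer or medium: Tris acetate buffer pH 5.5 with MgCl2 and Tween-20 | Compound: One concentration, 20 µM, with 1.0% DMSO | Also added: Phospho 17-mer peptide substrate | Signal: Absorbance at 630 nm | Incubation: 45 min enzyme reaction at room temperature | Measure: % inhibition of SCP-1 phosphate liberation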
Tb MetRS inh – Trypanosoma brucei MetRS inhibition; AID 624268; purified T. brucei MetRS, ATP depletion, Kinase-Glo luminescence; inhibition, % at 11.9 µM; hit rate 0.4% among 360,000;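 active means inhibition above a per-plate cutoff of the control wells' mean inhibition plus 3 SD, cut at about 5.5% in these data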;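 further: 0% = DMSO wells median and 100% = median of wells with control inhibitor compound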
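Dosing: 11.9 µM compound single dose, 0.9% DMSO; Assay system: purified T. brucei MetRS enzyme; Measured by: Kinase-Glo luciferase luminescence reporting remaining unconsumed ATP; Schedule: 15 min plus 2 h at 25 °C.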
Rpn11 inh – inhibitors of human proteasome Rpn11; O00487; human 26S proteasome, Ub4-pepOG fluorescence polarization; 20S core pre-blocked with epoxomicin; calls only at 20 µM; hit rate 0.59% among 360,000; AID 588493;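 active means inhibition at 20 µM, scaled to each plate's controls, above about 33%, limit read from the data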
Target sequence (O00487 whole entry, looked up): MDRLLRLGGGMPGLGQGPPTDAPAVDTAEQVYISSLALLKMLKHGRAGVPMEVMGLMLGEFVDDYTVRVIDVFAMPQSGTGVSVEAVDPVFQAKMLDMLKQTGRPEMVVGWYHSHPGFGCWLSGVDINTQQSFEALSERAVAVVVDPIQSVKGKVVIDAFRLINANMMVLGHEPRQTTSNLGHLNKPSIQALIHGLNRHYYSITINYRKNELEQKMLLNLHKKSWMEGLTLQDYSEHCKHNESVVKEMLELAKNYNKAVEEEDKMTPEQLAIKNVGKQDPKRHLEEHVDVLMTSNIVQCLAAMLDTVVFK
Starred values were filed as active, the others as inactive; i = inactive; · = no result given.

SMILES	NadD block	SUMO1 PPI mod	LMPTP inh	DNMT1 inh	MsrA inh	CSN inh	STEP block	Scp1 inh	Tb MetRS inh	Rpn11 inh
O=C(CCc1nnc(COc2ccccc2)o1)NCc1ccccc1	-3	-1	0.3	8	1.1	8	-2	1	-0.8	i
COc1cc(Cl)c(C)cc1NC(=O)CSC	-2	0	-2.1	-1	1.1	1	-4	-9	-0.8	i
CC(NS(=O)(=O)c1ccc(Cl)cc1)C(=O)OCC(=O)c1ccc[nH]1 (stereo not drawn)	-2	3	2.8	-16	-0.3	-3	3	1	0.0	i
CC(OC(=O)c1cc(=O)[nH]c2ccccc12)C(=O)c1ccccc1 (stereo not drawn)	-2	-1	0.7	-3	1.8	4	0	-4	0.5	i
CCOC(=O)C1(Cc2ccc(OC)cc2)CCN(C(=O)c2ccoc2C)CC1	-2	14	0.5	-1	0.1	-7	1	-5	-0.5	i
CCOc1ccc(CCN2C(=S)N([C@@H](Cc3ccc(O)cc3)CN3CCC[C@@H]3CN3C(=S)NC[C@@H]3Cc3ccccc3)C[C@@H]2Cc2ccccc2)cc1	27	4	4.4	-18	0.5	-3	2	·	-0.4	i
CCC(=NCc1ccc(Cl)c(Cl)c1)c1nc(-c2ccco2)oc1O	-4	0	4.6	-12	0.5	-6	0	-10	-0.9	i
O=C1COc2ccc(C(=O)/C=C/c3ccccc3)cc2N1	-1	-9	0.4	4	4.1	9	0	0	-0.5	i
CC(C)CC1NC(=O)c2cc3ccccc3cc2-n2c1nc1ccc(F)cc1c2=O (stereo not drawn)	14	-12	3.5	5	-0.2	2	0	·	1.1	i
COC(=O)CCCC1=CC2=C(c3ccccc3)C(=O)C(C)(OC(=O)C3CCCC3)C(=O)C2=CN1CCc1c[nH]c2ccccc12 (stereo not drawn)	17	-15	4.9	-20	0.4	6	2	-3	0.2	i
C#CCOCCOCCOCCNc1nc(N2CCOCC2)nc(N2CCN(C(=O)[C@H](CCC(=O)O)n3cc(C(N)[C@H](C)CC)nn3)CC2)n1 (stereo partly drawn)	-1	-4	-1.4	-2	0.3	-1	-1	-6	-0.2	i
COc1cc(SC)ccc1C(=O)Nc1ccc(Cl)cn1	-5	2	-0.1	-1	2.0	3	2	1	-0.8	i
CC(=O)N1CC(=O)N(CC(=O)Nc2ccc(Br)cc2)C1=S	1	1	-1.2	-1	0.4	1	-2	-4	-0.4	i
O=C(CC1CCCCC1)NCCS(=O)(=O)N1CCN(c2ccccc2)CC1	-5	0	1.2	3	-0.4	-3	0	10	-0.3	i
CCOC(=O)N1CCN(CCC(=O)Nc2ccc(F)c(F)c2)CC1	1	-3	-1.4	0	-0.7	-3	0	-12	-0.7	i
CC(=O)Oc1ccc(C2(C)CC(C)(C)Oc3cc(OC(C)=O)ccc32)c(OC(C)=O)c1 (stereo not drawn)	0	4	0.1	5	1.0	1	-2	-8	-0.6	i
Cc1ccc(C)c(S(=O)(=O)N2CCN(C(=O)c3sccc3C)CC2)c1	-4	0	0.4	3	-0.1	-5	1	-3	-0.2	i
COc1ccc(CN(C)C(C)C(=O)NC2CCCc3ccccc32)cc1 (stereo not drawn)	-9	-2	-0.7	1	-0.1	0	-1	1	-0.5	i
COc1ccccc1OCc1ccc(C(=O)Nc2ccncc2)o1	-4	21	0.5	-2	-0.4	-3	-4	-6	0.1	i
Cc1ccc(N(CCC(=O)O)S(=O)(=O)c2ccc(C)cc2)cc1	-4	1	0.0	10	1.5	-3	2	-5	0.3	i
CCOc1ccccc1N1CC(C(=O)NC2CCCCCC2)CC1=O (stereo not drawn)	2	0	0.4	-3	0.3	-3	-3	-1	0.2	i
CCCS(=O)(=O)c1c(S(=O)(=O)CCC)c2c(C)cccn2c1C(=O)OC	1	-12	-1.3	2	1.0	-4	1	0	-0.6	i
Cc1nc2ccccc2n1CC(=O)OCC(=O)NCc1ccccc1	-2	1	-0.9	2	-0.3	-11	2	-3	0.6	i
Cc1c(NC(=O)c2ccc(S(=O)(=O)N3CCOCC3)cc2)cccc1[N+](=O)[O-]	0	-17	-7.9	0	0.5	2	-4	-3	-0.4	i
N#C/C(=C1/CCCCCN1)c1nnc2n1CCCCC2	7	-3	-0.5	1	0.8	2	0	-3	-0.7	i
Cc1ccc(C(=O)COc2ncnc3cc(Cl)ccc23)cc1	-7	-3	-0.2	3	-1.5	-3	1	-5	0.2	i
COc1ccc(OCCCC(=O)Nc2cc(Cl)ccc2-n2cncn2)cc1	-4	-5	-0.8	0	-1.0	4	0	4	0.0	i
COc1cc(/C=N/NC(=O)c2cccnc2)cc2c1OCO2	-1	-18	-0.8	1	2.8	2	0	4	-0.5	i
CCC(=O)c1ccc(OCC(=O)OCC(=O)N2c3ccccc3NC(=O)C2(C)C)cc1	-1	12	1.2	9	0.2	-7	5	9	-0.3	i
Cc1ccc(C)c(NC(=S)N2CCN(c3ccccn3)CC2)c1	-5	5	0.7	2	2.2	0	2	-8	0.1	i

Some of the entries above in another layout:
Value order – NadD block, SUMO1 PPI mod, LMPTP inh, DNMT1 inh, MsrA inh, CSN inh, STEP block, Scp1 inh, Tb MetRS inh, Rpn11 inh
> CC(C)CC1NC(=O)c2cc3ccccc3cc2-n2c1nc1ccc(F)cc1c2=O (stereo not drawn)
 : 14, -12, 3.5, 5, -0.2, 2, 0, ·, 1.1, i
> COC(=O)CCCC1=CC2=C(c3ccccc3)C(=O)C(C)(OC(=O)C3CCCC3)C(=O)C2=CN1CCc1c[nH]c2ccccc12 (stereo not drawn)
 : 17, -15, 4.9, -20, 0.4, 6, 2, -3, 0.2, i
> C#CCOCCOCCOCCNc1nc(N2CCOCC2)nc(N2CCN(C(=O)[C@H](CCC(=O)O)n3cc(C(N)[C@H](C)CC)nn3)CC2)n1 (stereo partly drawn)
 : -1, -4, -1.4, -2, 0.3, -1, -1, -6, -0.2, i
> COc1cc(SC)ccc1C(=O)Nc1ccc(Cl)cn1
 : -5, 2, -0.1, -1, 2.0, 3, 2, 1, -0.8, i

Next structures follow.
SMILES	NadD block	SUMO1 PPI mod	LMPTP inh	DNMT1 inh	MsrA inh	CSN inh	STEP block	Scp1 inh	Tb MetRS inh	Rpn11 inh
NS(=O)(=O)c1ccc(CNC(=O)/C=C/c2cccc(Cl)c2)cc1	-6	-7	-0.3	3	-0.7	-8	-3	-4	-0.3	i
Cc1ccc(NC(=S)N2CCN(S(=O)(=O)c3ccc(F)cc3)CC2)cc1	-2	5	-0.3	2	0.7	5	1	0	-0.3	i
CCCC(=O)N1CCC1(C)C(=O)NS(=O)(=O)c1cccc(C)c1 (stereo not drawn)	1	-6	-1.2	2	-0.5	1	-1	·	0.2	i
O=C(CSc1nc2ccccc2n1-c1ccccc1)Nc1ncc(Cl)cc1Cl	-5	3	2.8	0	-0.3	-4	1	-3	0.0	i
O=C(COc1ccccc1)Nc1ccc(S(=O)(=O)NCc2ccco2)cc1	-3	3	1.1	32	0.7	10	2	39	-0.9	i
CCn1c(SCC(=O)Nc2cc(NC(C)=O)ccc2OC)nnc1-c1ccccn1	7	-2	-0.7	-1	-0.5	0	3	-8	0.0	i
O=C(CN1CCOCC1)Nc1c2c(nc3c1CCC3)CCC2	4	0	0.0	1	-1.3	-6	-3	-3	-0.4	i
O=C(c1ccco1)N1CCN(c2ccc([N+](=O)[O-])cn2)CC1	3	-28	0.2	0	3.1	1	-3	-5	0.2	i
CC1CC(=O)Nc2ccccc2N1S(=O)(=O)c1cccc(F)c1 (stereo not drawn)	-4	5	-0.3	-1	-2.2	3	-3	-6	3.4	i
Cc1ccc(C(=O)N/C(=C/c2cccs2)C(=O)N2CCCCCC2)cc1	9	-8	0.0	9	1.4	1	2	-3	-0.7	i
O=C(NCC(c1cccnc1)N1CCN(c2ccc(F)cc2)CC1)c1ccc(F)cc1 (stereo not drawn)	-8	1	-0.7	-1	0.5	-5	0	-3	0.1	i
COC(=O)c1cc(-c2c(C)oc3cc(O)ccc3c2=O)c(C)o1	-1	0	-1.5	8	0.8	3	2	-14	-0.7	i
O=C(NCc1ccccc1)c1ncn[nH]1	-8	-1	-1.6	0	-0.5	-2	-1	-1	-0.3	i
COc1ccc(CNC(=O)CN(C(=O)c2csnn2)c2cccc(F)c2)cc1	-3	2	-2.2	-1	-0.2	-2	2	-3	-0.2	i
C=CCOc1c(CNc2ccc(S(N)(=O)=O)cc2)cccc1OC	-4	-2	-0.8	-5	-0.5	0	2	-5	0.1	i
COC1CCCCC1Nc1cc(C)cc(C)c1 (stereo not drawn)	2	3	-1.0	2	1.1	5	-1	-5	-0.1	i
O=C(CSC1=NS(=O)(=O)c2ccccc2N1)Nc1ccccc1F	-7	4	-0.7	0	1.3	5	2	-1	-0.6	i
O=S(=O)(Cc1ccccc1)N1CCCC1	-2	1	-1.1	2	-0.2	3	-2	-4	0.0	i
Cc1ccc(C)c(Cn2c3ccccc3c3cnn(CC(=O)NCCN4CCOCC4)c(=O)c32)c1	-7	2	-0.5	0	-0.2	-7	2	-8	0.1	i
CCOC(=O)CSc1nnc(CNC(=O)c2cc(OC)c(OC)c(OC)c2)n1C	10	-3	-0.5	3	·	-2	-3	-1	-0.7	i
Cc1cc(C)n(CCNC(=O)CC2C(=O)NCCN2CC2CCCCC2)n1 (stereo not drawn)	2	-2	-2.1	-4	0.3	-1	1	-7	-0.8	i
Cc1onc(-c2ccccc2Cl)c1C(=O)N1CCN(S(=O)(=O)c2ccc(F)c(F)c2)CC1	-3	-2	-2.5	-5	-0.1	-3	4	-7	-0.4	i
CC(C)c1nnc(NC(=O)CSc2nc3ccccc3[nH]2)s1	3	5	0.3	5	0.7	-7	2	3	-0.3	i
OC(c1ccc(Cl)cc1)c1nccc2ccccc12 (stereo not drawn)	-5	2	0.4	-3	-0.6	2	3	-5	0.0	i
Cc1ccc(Cn2ncc3c(N4CCN(C)CC4)ncnc32)cc1	-9	0	-0.9	-4	0.0	-3	1	-6	-0.1	i
Cc1cc(C)c(-c2cc(NC(=O)COC(=O)c3ccc(CO)cc3)n(-c3ccccc3)n2)cc1C	1	2	3.4	-17	-1.1	3	0	-12	-0.5	i
Cn1c(=O)c2c(ncn2CC(O)CNc2ccc(Br)cc2)n(C)c1=O (stereo not drawn)	-1	-1	-1.8	-2	0.9	-4	0	-6	0.3	i
CC(=O)c1cnc(-c2ccccc2Cl)s1	3	-24	0.5	-2	0.2	1	2	-1	-0.2	i
CCCS(=O)(=O)N1CCCC(C(=O)c2cccc(Cl)c2)C1 (stereo not drawn)	0	-1	-1.0	2	0.8	0	2	-4	-1.4	i
